# Screens deposited in PubChem BioAssay by National Center for Advancing Translational Sciences (NCATS).
# LDHA block: blocks human lactate dehydrogenase A; P00338; purified LDHA, NADH/diaphorase-resazurin fluorescence; hits give low values; activity change, % (values are at about 110 or 230 µM); 480,000 compounds, 0.15% hits; AID 1347041; in the data active means activity change below about -30%; inconclusive means mostly about -25% to -30%;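 further: plate controls were DMSO wells for no effect and wells without enzyme for full effect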
#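 Remaining NADH was detected by diaphorase (0.133 mg/mL) converting 37 µM resazurin to fluorescent resorufin, read at 0 and 20 minutes. The preceding 5-minute room-temperature reaction used 2 nM LDHA, 0.2 mM sodium pyruvate and 0.06 mM NADH at pH 7.4.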
# USP1 inh: USP1/UAF1 (human) deubiquitinase inhibition; O94782; recombinant USP1/UAF1, Ub-Rhodamine cleavage fluorescence; Potency, µM (doses to about 57.1 µM), for the others: at the highest dose activity change, negative = inhibition, hits mostly inhibitors; 390,000 compounds, 0.23% hits; further: potency means the concentration at half of the fitted maximal effect; on the % scale 0 is the no-effect control and ±100 the full control effect; nearly all actives have a fitted effect of over 60% in size; inactives centre near -12
#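 1 nM enzyme complex + cpd, 15 min RT; start with Ub-Rho 150nM final; kinetic fluorescence ex 480/em 540, 6 reads q60 s. Buffer 50mM HEPES pH 7.8, 0.5mM EDTA, 0.1 mg/ml BSA, 1mM TCEP, 0.01% Tween-20.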
# mIDH1 inhibitor: inhibitors of human mutant IDH1 R132H; IDH1-R132H enzyme, NADPH consumption, diaphorase/resazurin fluorescence; O75874; AID 602179; 390,000 compounds, 0.093% hits; Potency, µM (titrated, usually from 76.6 µM), inactives show at the highest dose activity change, negative = inhibition, actives largely listed as inhibitors; further: potency means the concentration at half of the fitted maximal effect; on the % scale 0 is the no-effect control and ±100 the full control effect; nearly all actives have a fitted effect of over 65% in size
#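 IDH1-R132H (0.5 ug/mL) preincubated 30 min with compound, then NADPH (0.016 mM) and alpha-KG (2 mM) added; 80 min at RT, pH 7.5. Remaining NADPH coupled via diaphorase/resazurin to fluorescence (540/590 nm); concentration-response curves normalized to no-enzyme control.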
# Glioma ERSR ind: induces the endoplasmic reticulum stress response in human glioma cells. U87-MG GRP78 promoter luciferase reporter, 16 h. 420,000 compounds, 0.02% hits. Potency, µM, without a hit: top-dose activation, usual class: activators; further: potency means the concentration at half of the fitted maximal effect; series mostly up to about 76 µM; % of control where 0% means no effect; nearly all actives have a fitted effect of over 35% in size
#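 Stably transfected U87-MG glioma cells carrying a GRP78-based luciferase sensor; 16 h compound incubation. Luminescence end-point read 10 min after Bright-Glo addition at room temperature.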
# RXFP1 agonist: activates the human relaxin receptor RXFP1. Potency, µM (highest dose often 57.5 µM), for inactives: at the highest dose activation, actives largely listed as activators. HEK293T-RXFP1 cAMP TR-FRET, 30 min; response scale: percent of porcine relaxin response, buffer zero. Q9HBX9. 370,000 compounds, 0.3% hits; further: potency means the concentration at half of the fitted maximal effect; on the % scale 0 is the no-effect control and ±100 the full control effect; nearly all actives have a fitted effect of over 60% in size; many of its hits are not listed in these tables
#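 HEK293T cells stably expressing RXFP1 were pretreated with the PDE4 inhibitor Ro 20174, exposed to compounds for 30 min at 37C, lysed, and cAMP was read by TR-FRET. Data normalized to buffer (basal) and 29 nM porcine relaxin (100%).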
# PI4K2A inh: inhibitors of human PI4K2A. Q9BTU6. purified PI4K2A, ADP-Glo luminescence, 1 h; hits give low values. activity change, negative = inhibition, % at 76.9 µM. 420,000 compounds, 0.13% hits. AID 1346378; in the data active means activity change below about -50%; inconclusive means mostly about -30% to -49%;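 further: -100% = wells without enzyme as full effect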
# Target sequence (Q9BTU6 whole entry, looked up): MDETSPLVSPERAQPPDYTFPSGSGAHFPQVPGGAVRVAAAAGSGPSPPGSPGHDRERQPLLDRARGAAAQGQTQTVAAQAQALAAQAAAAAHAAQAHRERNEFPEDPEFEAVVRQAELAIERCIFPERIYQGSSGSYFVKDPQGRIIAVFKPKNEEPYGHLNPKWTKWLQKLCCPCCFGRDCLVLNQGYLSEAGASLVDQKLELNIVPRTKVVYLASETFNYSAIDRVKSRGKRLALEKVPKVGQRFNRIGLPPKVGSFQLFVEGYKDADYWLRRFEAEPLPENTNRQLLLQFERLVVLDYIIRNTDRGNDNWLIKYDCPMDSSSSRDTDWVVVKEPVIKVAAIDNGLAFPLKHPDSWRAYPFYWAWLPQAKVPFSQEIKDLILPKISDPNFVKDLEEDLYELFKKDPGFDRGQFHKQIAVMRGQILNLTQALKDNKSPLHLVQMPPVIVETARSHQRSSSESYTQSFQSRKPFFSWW
#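 ADP-Glo luminescence measured ADP generated by PI4K2A enzyme (4 ug/mL before mixing) with 1.2 mM PI substrate (pre-mix) and 300 microM ATP (pre-mix). Tris pH7.5 buffer with MgCl2, Triton X-100; 1 h reaction at ambient temperature.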
# Vif-A3G inh: inhibitors of Vif-APOBEC3G interaction. Q9HC16. HeLa A3G-eYFP + Vif (tagged APOBEC3G with the HIV-1 protein that degrades it), YFP fluorescence, overnight. Potency, µM (titrated, usually from 46.1 µM), inactives show at the top dose activity, negative = active, usual class: inhibitors. 410,000 compounds, 0.076% hits;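 further: potency means the concentration at half of the fitted maximal effect; on the % scale 0 is the no-effect control and ±100 the full control effect; nearly all actives have a fitted effect of over 60% in size; hits raise eYFP signal because A3G escapes Vif-driven loss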
# Target sequence (Q9HC16 whole entry, looked up): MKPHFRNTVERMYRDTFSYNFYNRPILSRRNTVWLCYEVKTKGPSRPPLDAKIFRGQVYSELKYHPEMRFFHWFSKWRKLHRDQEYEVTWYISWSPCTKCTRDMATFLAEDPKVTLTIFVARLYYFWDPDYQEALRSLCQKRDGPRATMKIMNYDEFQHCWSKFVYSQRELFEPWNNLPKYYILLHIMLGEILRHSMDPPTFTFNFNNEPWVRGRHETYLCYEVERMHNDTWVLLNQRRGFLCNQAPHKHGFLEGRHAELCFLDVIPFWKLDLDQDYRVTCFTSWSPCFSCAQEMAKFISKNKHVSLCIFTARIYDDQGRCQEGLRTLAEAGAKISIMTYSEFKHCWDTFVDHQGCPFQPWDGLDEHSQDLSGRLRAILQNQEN
#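 Read-out is eYFP fluorescence (Ex 488/Em 500-530) from Vif-expressing HeLa A3G-eYFP cells; more signal means A3G escaped Vif-mediated degradation. Cells plated overnight, compound pinned in, incubated overnight at 37 deg C.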
# TrxR1 substrate: rat thioredoxin reductase 1 substrate activity; 390,000 compounds, 0.01% hits; purified TrxR1 substrate turnover, NADPH consumption readout; Potency, µM (top dose mostly 114 µM), inactives show at the top dose activity change, negative = substrate turnover; O89049; AID 588456; further: potency means the concentration at half of the fitted maximal effect; on the % scale 0 is the no-effect control and ±100 the full control effect; nearly all actives have a fitted effect of over 50% in size
#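 Rat TrxR1, dispensed at 90 nM, was prereduced with 400 uM NADPH (final) for 5 min at ~22 deg C, then incubated with compound 15 min before 400 uM selenite. A first-read NADPH fluorescence drop versus no-compound background flagged substrates.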
# Vif-APOBEC3F blk: inhibitors of Vif-A3F interaction | 390,000 compounds, 0.2% hits | HeLa A3F-eYFP + Vif (tagged APOBEC3F with the HIV-1 protein that degrades it), YFP fluorescence increase | Potency, µM (doses to about 46.1 µM), for the others: at the highest dose activity, negative = active; further: potency means the concentration at half of the fitted maximal effect; % of control where 0% means no effect; nearly all actives have a fitted effect of over 65% in size
#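 HeLa cells stably expressing Vif plus C-terminally eYFP-tagged A3F were seeded, incubated overnight at 37 deg C, dosed with compound, incubated overnight again at 37 deg C. Yellow fluorescence (Ex 488/Em 500-530) reported blocked Vif-mediated A3F-eYFP degradation.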
# An asterisk follows results filed as active; u = inconclusive; x = not tested or not shown; & = joins results of further samples; [ ] = another dose, or the depositor's remark. Unless noted, the call rests on the fitted dose curve; in most records, active means well fitted curve in the direction sought with a large enough effect; inconclusive means small, poorly fitted or top-dose-only effect, or another doubt; inactive means no such curve, though single readings can be large; an effect the other way counts as inactive or inconclusive. This is a subset. The share of hits here may be higher or lower than overall.
smiles	LDHA block	USP1 inh	mIDH1 inhibitor	Glioma ERSR ind	RXFP1 agonist	PI4K2A inh	Vif-A3G inh	TrxR1 substrate	Vif-APOBEC3F blk
O=C(Nc1nc(-c2ccccc2)cs1)c1ccc(Br)o1	-7	-9%	-1%	11%	-2.8%	0	u	-7%	-7%
CC(C)(C)c1ccc(NC(=O)CSc2nnc(-c3n[nH]c4ccccc34)o2)cc1	-3	-24%	6%	8%	-1.6%	0	1%	7%[57.1 µM]	-17%
COc1cc2ccccc2cc1C(=O)Nc1ccc2oc(-c3cc(Br)ccc3Cl)nc2c1	-7	-18%	6%	-3%	0.8%	2	1%	2%	-1%
OC[C@@H]1CN(Cc2ccc(-c3ccccc3)cc2)C[C@H](n2cnc3c(NCc4ccncc4)ncnc32)O1	-7	x	x	-5%	x	4	-2%	x	x
CCN(CC(=O)Nc1ccc(NC(C)=O)cc1)CC(=O)Nc1ccc(Cl)c(Cl)c1	-45*	-17%	11%	-4%	4.0%	-3	2%	-19%[57.1 µM]	-5%
Cc1c(C)c2c(OCC(=O)NCc3ccccn3)cc3c(c2oc1=O)CCC(C)(C)O3	-8	3%	2%	2%	7.4%	0	-3%	422%[activator]	10%
COc1ccc(C2(C(=O)Nc3ccc(S(=O)(=O)Nc4nc(C)cc(C)n4)cc3)CCCC2)cc1OC	-3	1%	-9%	2%	-0.6%	-5	-1%	-2%	-7%
CCc1ccccc1N1CSC2=C(C#N)C(c3ccccc3F)CC(=O)N2C1 (centres undefined)	2	-20%	-5%	2%	2.4%	-3	0%	3%[57.1 µM]	-7%
COCn1c(-c2ccc(OC)c(OC)c2)nc2ccccc21	0	-21%	-1%	9%	1.4%	3	0%	50%[activator]	4%
COc1ccc(C)cc1-n1nnnc1SCc1csc(C)n1	-5	-4%	-1%	-4%	1.4%	-1	0%	-2%[57.1 µM]	-7%
Cn1nc(C(C)(C)C)cc1C(=O)N1CCCCC1c1cc(C(=O)NCc2ccc(F)cc2)no1 (centres undefined)	-2	x	x	-2%	x	6	4%	x	x
O=C(NNC(=O)c1c(O)c2ccccc2[nH]c1=O)c1ccccc1	1	-19%	-4%	-2%	-1.2%	7	3%	5%	1%
O=C1c2ccccc2NC(c2ccc(F)cc2)N1Cc1ccco1 (centres undefined)	-3	3%	1%	-4%	0.8%	3	-2%	151%[activator]	x
CCn1c(SCC(=O)c2cc(C)n(CC3CCCO3)c2C)nc2ccccc21 (centres undefined)	3	-11%	1%	0%	0.6%	-7	0%	-3%	-6%
CCCCOc1ccc(CNC(=O)c2cnc3sc(N4CCC(C)CC4)nn3c2=O)cc1	2	-21%	19%	1%	1.6%	-4	3%	-11%[57.1 µM]	1%
CC(C)n1cnc2cc(NC(=O)c3ccco3)ccc21	-1	-1%	-6%	-7%	-3.7%	3	2%	1%	-11%
CCN(CC)S(=O)(=O)c1cccc(NC(=O)CCNC(=O)c2ccccc2Cl)c1	-6&8	-2%	0%	-5%	2.3%	-7	0%	6%[57.1 µM]	10%
CCN(Cc1nc2cc(Cl)ccc2c(=O)[nH]1)C(=O)c1nn(C)c(=O)c2ccccc12	-5	-9%	1%	-5%	2.1%	-4	0%	-5%	6%
COc1ccc(/C=N/Nc2nc(C)cc(=O)[nH]2)cc1OC	-1	-2%	1%	2%	-0.6%	-7	-5%	-8%[57.1 µM]	-3%
CCN1C(C(=O)c2ccccc2)=C(OC(=O)c2ccc(OC)cc2)c2ccccc2S1(=O)=O	2	-17%	15%	-1%	-0.1%	11	-8%	3%	10%

# More results.
smiles	LDHA block	USP1 inh	mIDH1 inhibitor	Glioma ERSR ind	RXFP1 agonist	PI4K2A inh	Vif-A3G inh	TrxR1 substrate	Vif-APOBEC3F blk
Cc1ccccc1C(=O)Nc1ccnn1C1CCN(Cc2cccnc2)CC1	-1	-17%	7%	-2%	3.6%	7	0%	-3%	5%
O=S(=O)(c1ccccc1)N(Cc1cccc(F)c1)c1ccccc1	-2	-19%	17%	-1%	1.6%	4	-7%	-4%[57.1 µM]	-1%
O=C(CN1C(=O)NC2(CCCC2)C1=O)Nc1ccccc1	-7	-14%	-6%	1%	0.2%	2	1%	4%	2%
CC(C)(C)c1cc(NCc2ccccn2)n2ncc(-c3ccccc3)c2n1	0	-9%	1%	u	11%	-3	4%	103%	-13%
Cc1ccc(CNC(=O)CNC(=O)[C@@H]2Cc3ccccc3CN2)cc1	-2	-10%	-15%	-2%	0.4%	-2	2%	0%	1%
O=C(Nc1nn[nH]n1)c1ccc(S(=O)(=O)N2CCCCC2)cc1	1	-24%	2%	0%	2.7%	-4	0%	-1%	-5%
O=C(COc1ccc(F)cc1)NCc1ccc2c(c1)CCN2C(=O)c1ccc(F)cc1	-8	1%	0%	-3%	-1.3%	0	5%	-6%[57.1 µM]	3%
COc1cc(-c2nc(C(=O)NC3CCN(Cc4ccccc4)CC3)cc3c2[nH]c2ccccc23)cc(OC)c1OC	-9	7%	-10%	-3%	0.5%	3	-3%	19%	1%
C/C(=N\NC(=O)c1cccc(N/N=C(\C)c2ccco2)c1)c1ccco1	-15	-28%	-6%	-1%	-4.5%	-22	-2%	-4%	3%
CCCCCC#CCN1CCN(C23CC4CC(CC(C4)C2)C3)CC1	-1	-21%	2%	-1%	0.1%	0	-3%	0%	-1%
CC(=O)C1=CCC(c2ccc(F)cc2)N(S(=O)(=O)c2ccc(C)cc2)C1 (centres undefined)	-9&-10	x	x	-4%&-5%	x	-2&4	-15%&-7%	x	x
COc1ccc(S(=O)(=O)NC(C)C(=O)N2CCCC2)cc1Cl (centres undefined)	-4	-1%	2%	-3%	-0.1%	2	1%	0%	0%
CSc1ccccc1NC(=S)NCc1ccc(Cl)cc1	-1	-27%	8%	12%	3.0%	-2	-9%	7%	3%
CCOc1ncccc1C(=O)OC(C)C(=O)Nc1ccc(N2CCOCC2)cc1 (centres undefined)	0	-25%	-6%	3%	x	-3	0%	-3%	10%
CCCC(=O)OCCn1c(Br)nc2c1c(=O)[nH]c(=O)n2C	-1	5%	0%	-2%	0.2%	2	3%	-2%	-1%
CCN(CC)CCNC(=O)Cn1cnc2sc(C)c(S(=O)(=O)N3CC(C)CC(C)C3)c2c1=O (centres undefined)	-18	-15%	-4%	-4%	1.4%	0	0%	-4%	1%
Cc1ccc(NC(=O)CCS(=O)(=O)c2cccc3nonc23)c(Cl)c1	-5	-9%	2%	-1%	4.4%	0	-4%	1%	-20%
CC(C)C1CCN(C(=O)C2CCC(=O)N(C3CCCCCC3)C2)CC1 (centres undefined)	-1	-17%	-2%	4%	x	-2	0%	x	1%
COc1ccc(OC)c(-n2c(CN3CCC(C(N)=O)CC3)nc3ccccc3c2=O)c1	2	5%	-1%	-2%	1.1%	2	5%	-3%	-9%
CCc1c(C)nc2nc(-c3ccccc3)nn2c1NCc1ccc(C)cc1	1	-16%	u	4%	-1.3%	-2	-15%	-2%	4%

# Continued.
smiles	LDHA block	USP1 inh	mIDH1 inhibitor	Glioma ERSR ind	RXFP1 agonist	PI4K2A inh	Vif-A3G inh	TrxR1 substrate	Vif-APOBEC3F blk
Cc1c(Cc2ccccc2)c(=O)oc2cc(OCC(=O)NCc3ccccn3)ccc12	-3	-11%	12%	-6%	0.1%	-5	1%	71%[activator]	1%
Cc1ccc(OCC(=O)Nc2nnc(S(=O)(=O)N3CCc4ccccc43)s2)cc1	-4	-21%	-4%	-1%	0.7%	-16	2%	4%	-19%
CC/C(=N\NC(=O)c1nnn(-c2nonc2N)c1-c1cccs1)c1ccccc1	-3	-10%	0%	-1%	-0.2%	-2	3%	-1%	11%
O=C1C2CC=C(Cl)CC2C(=O)N1c1ncn[nH]1 (centres undefined)	1	-7%	5%	-4%	1.6%	6	2%	-7%	x
Cc1ccc(S(=O)(=O)Nc2c(C)nc3nc(C)[nH]n3c2=O)c(C)c1	-4&0	-5%&-4%	-6%&-5%	-1%&-4%	-0.3%&0.5%	0&-6	-4%&0%	1%[57.1 µM]	0%&4%
O=C(Cc1c(Cl)cccc1Cl)OCC(=O)N1CCc2ccccc2C1	-1	-2%	-2%	5%	1.9%	1	-1%	-9%	1%
Cn1cnnc1SCc1ccc(C#N)cc1	-6	-20%	2%	-2%	-0.8%	3	1%	7%[57.1 µM]	-8%
O=C(O)c1ccccc1NCc1ccco1	4	-16%	11%	-7%	-1.2%	3	-2%	56%[activator]	-6%

# Record cards, from the list above. Screens in order: LDHA block | USP1 inh | mIDH1 inhibitor | Glioma ERSR ind | RXFP1 agonist | PI4K2A inh | Vif-A3G inh | TrxR1 substrate | Vif-APOBEC3F blk
# Shown for Cn1cnnc1SCc1ccc(C#N)cc1 : -6 | -20% | 2% | -2% | -0.8% | 3 | 1% | 7%[57.1 µM] | -8%
# Shown for CC/C(=N\NC(=O)c1nnn(-c2nonc2N)c1-c1cccs1)c1ccccc1 : -3 | -10% | 0% | -1% | -0.2% | -2 | 3% | -1% | 11%
# Shown for O=C(Cc1c(Cl)cccc1Cl)OCC(=O)N1CCc2ccccc2C1 : -1 | -2% | -2% | 5% | 1.9% | 1 | -1% | -9% | 1%
